Bioassay records from PubChem.
ERK EGF block: inhibitors of EGF-stimulated ERK signaling pathway; HEK293-V1b, EGF-stimulated phospho-ERK AlphaScreen; Potency, µM (top dose mostly 11.5 µM), for inactives: top-dose activity change, negative = inhibition, actives largely listed as inhibitors; 0.41% of 130,000 active; AID 1454; active means well fitted inhibition curve with a large enough effect; inconclusive means small, poorly fitted or top-dose-only effect, or effect the other way;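 further: plate controls were stimulated vehicle wells for no effect and unstimulated vehicle basal for full effect; nearly all actives have a fitted effect of over 55% in size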
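Phospho-ERK1/2 measured by AlphaScreen (SureFire) after 5 min 25 nM EGF stimulation of V1b-expressing HEK293 cells preincubated 30 min at 37C with titrated compounds; data scaled to DMSO and EGF controls, Hill-fitted AC50.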
* hit, by the source's call; ? = inconclusive; & = joins results of further samples; [ ] = another dose, or the depositor's remark. Potency means the concentration at half of the fitted maximal effect. Not all compounds are listed. The share of hits here may be higher or lower than overall.

ERK EGF block	Compound
-1%	COc1cc(NC(=O)CN(C)S(=O)(=O)c2ccc3nc(C)sc3c2)cc(OC)c1
0%	Cc1ccc(CCc2nnc(SCC(=O)Nc3cc(Cl)ccc3Cl)n2-c2ccccc2)o1
-2%	NC(=O)c1ccccc1NC(=O)Nc1ccccc1Cl
2%	Cc1[nH]c2c(C)cccc2c1CCNS(=O)(=O)c1cccc([N+](=O)[O-])c1
1%[57.5 µM]	C[C@H](NS(=O)(=O)c1ccc(Cl)cc1)C(=O)OCC(=O)c1ccc[nH]1
-4%	O=C(O)C1Cn2c(nc3c(c2=O)C2(CCCC2)Cc2ccccc2-3)S1 (stereo not drawn)
6%	CC(=O)C1=C(C)OC(N)=C(C#N)C1c1cccc([N+](=O)[O-])c1 (stereo not drawn)
41%	COc1cccc(-c2nccc(NCc3cccc(C)c3)n2)c1
1%	Nc1ccccc1C(=O)N/N=C1/C2CN3CCN(C2)CC1(Cc1ccccc1)C3
0%[57.5 µM]	COc1ccc(C(=O)N2CC(c3ccccc3)CC2=O)cc1 (stereo not drawn)
4%	COc1ccc(N2CCN(C(C)C(=O)N3CCCC3)CC2)cc1 (stereo not drawn)
1%	CNC(=S)N1CCC(NC(=O)C(Cc2ccc(F)cc2)NC(C)=O)CC1 (stereo not drawn)
0%	CNC(=O)c1[nH]cnc1C(=O)Nc1ccccc1OC
-3%	COC(=O)C1CCN(CC(=O)Nc2ccc(OC)c(Cl)c2)CC1
4%	Cc1ccnc(NC2(C(F)(F)F)N=C3SCCN3C2=O)c1 (stereo not drawn)
5%	CCN(CC)CCn1c(-c2ccccc2)nc2c(NCc3ccccc3)nc(C)nc21
-4%	CC(=O)/C(N=Nc1c(C)n(C)n(-c2ccccc2)c1=O)=C(\C)O
-2%[57.5 µM]	CC1(C)c2cc(Cl)ccc2-n2c1cc(O)c(-c1ccccc1)c2=O
-6%	Cc1nc2ccccc2n(CC(=O)Nc2cc(Cl)cc(Cl)c2)c1=O
-14%	O=C(NCCCN1CCOCC1)c1ccc(CNS(=O)(=O)c2ccc(Br)cc2)cc1
3%	Cc1cccc(N2CCN(c3ccc(N4C(=O)CCCC4=O)cc3[N+](=O)[O-])CC2)c1C
-1%	O=C1NC(=O)C2(COC(c3cccc([N+](=O)[O-])c3)OC2)S1 (stereo not drawn)
12%	Cc1ccc(CNC(=O)C2CCN(S(=O)(=O)c3cccs3)CC2)o1
-3%	Cc1ccc(S(=O)(=O)Nc2ccc(-c3nc4ccc(C)cc4s3)cc2)cc1
-10%	Cc1cccc(NC(=S)N/N=C/c2cccn2Cc2ccc(F)cc2)c1

Next section:
ERK EGF block	Compound
3%	C(#Cc1ccccc1)C[N+]1(CC#Cc2ccccc2)CCCC1
2%	COc1ccc(N=C(N)N=C(N)N)c(OC)c1
4%	Nc1cc(Cl)ccc1N1CCCCCC1
-5%[57.5 µM]	COc1cc(S(=O)(=O)Nc2ccncc2)ccc1F
3%	COc1cc(C)c(S(=O)(=O)Nc2ccc(CC(=O)O)cc2)cc1C
11%	COc1ccccc1NC(=O)c1ccc(NC(=O)COC(=O)C2CC2C)cc1 (stereo not drawn)
-6%	COc1ccc(OC)c2sc(N3CCc4ccccc4C3)nc12
-7%	c1ccc(-c2csc3nnc(SCc4ccc5c(c4)OCCO5)n23)cc1
1%	Cc1ccccc1Nc1ncnc(N)n1
42%	COc1ccc(S(=O)(=O)N2CCCCC2)cc1NC(=O)CSc1nccn1C
-1%[57.5 µM]	O=C(CN1C(=O)c2ccccc2C1=O)NN1C(=O)c2ccccc2C1=O
5%	CC(=O)OCC(=O)Nc1ccc(Br)c(C)c1
0%	CCOC(=O)c1c(C)c(C(=O)N2CCN(c3ccccc3)CC2)c(C)n1C
-2%[57.5 µM]	Cc1ccc2c(C)c(C(=O)N3CCC(N4CCC(C(=O)NC5CC5)CC4)CC3)oc2c1
9%[57.5 µM]	O=C(O)CC1(CC(=O)Nc2ccc3c(c2)OCCCO3)CCCCC1
-1%	O=S(=O)(NCc1ccccc1)c1ccc(S(=O)(=O)NCC2CCCO2)cc1 (stereo not drawn)
-1%	N[C@@H](Cc1cnc[nH]1)C(=O)O
23%	Cc1cc(C)nc(NS(=O)(=O)c2ccc(NC(=S)NC(=O)c3cccnc3)cc2)n1
-11%	S=c1[nH]nc(-c2cccnc2)n1-c1ccccc1
-4%	CC1(C)OC2CC3C4CCC5=CC(=O)C=C[C@@]5(C)[C@]4(F)C(O)C[C@@]3(C)[C@]2(C(=O)CO)O1 (stereo partly drawn)
3%	COc1cc(C(=O)N/N=C2\CCS(=O)(=O)c3ccc(F)cc32)cc(OC)c1OC
-10%	Cc1ccc(-c2cc(C(=O)N/N=C/c3ccco3)n[nH]2)s1
?	COc1ccc(Nc2nc(N)nc(CSC(=S)N3CCCCC3C)n2)cc1 (stereo not drawn)
-4%[57.5 µM]	O=C(c1[nH]ncc1-c1ccccc1)C1CO1 (stereo not drawn)
6%	CC(C)(C)C(=O)N1CCN(c2ccc([N+](=O)[O-])c(-n3nc(-c4ccccc4)c4ccccc4c3=O)c2)CC1

Next results.
ERK EGF block	Compound
-2%	O=C(Nc1c2c(nc3ccccc13)CCCC2)c1cccc([N+](=O)[O-])c1
-4%[57.5 µM]	CC(C)c1ccc(-c2csc(NC(=O)c3cccs3)c2C(=O)O)cc1
-2%	CC(NC(=O)COC(=O)/C=C/c1ccc(Cl)cc1)c1ccccc1 (stereo not drawn)
-7%	O=C(CSc1n[nH]c(-c2cc(Cl)ccc2Cl)n1)NCCN1C(=O)CSC1=O
2%	COc1ccc(CN2CCN(C(=O)c3cc(OC)c(OC)c(OC)c3)CC2)cc1OC
0%	CC(=O)C(Sc1ncnc2sc3c(c12)CCCC3)C(C)=O
7%	Cc1ccccc1NC(=S)NNC(=O)c1cccnc1
-4%	CCOP(=O)(c1ccccc1)C(O)c1ccccc1 (stereo not drawn)
2%	Brc1cccc2sc(N3CCCC3)nc12
10%[57.5 µM]	CCC(C)NC(=O)C1=CCN(S(=O)(=O)c2ccc(C)cc2)CC1 (stereo not drawn)
-3%	Cc1cc(C)nc(Nc2n[nH]c(-c3ccc(C(C)(C)C)cc3)n2)n1
?	COc1ccc(Nc2ccc([N+](=O)[O-])cc2[N+](=O)[O-])cc1
?	CC(=O)NCCC(=O)Nc1ccc(C(N)=O)cc1
0%	CC(=O)Nc1ccc([C@H]2[C@H](C)CC[C@H]3C(=O)N4[C@@H](CC[C@@H](C)[C@@H]4c4ccc(NC(C)=O)cc4)C(=O)N32)cc1
8%	S=C(NC1CCCCC1)N1CCN(C/C=C/c2ccccc2)CC1
10%[57.5 µM]	O=C(NC(=S)Nc1ccc(CN2CCCCC2)cc1)c1cc2ccccc2o1
1%[57.5 µM]	CCCCCC(=O)N1CC2(CC(c3cccc(NC(=O)CC(c4ccccc4)c4ccccc4)c3)=NO2)C[C@@H]1C(N)=O (stereo partly drawn)
-4%&0%[57.5 µM]	COc1ccc(C(=S)N2CCN(c3cccc(Cl)c3)CC2)cc1
-17%	C=CCNC(=S)NC(CC(=O)OC)c1ccc2c(c1)OCO2 (stereo not drawn)
-1%	Cc1c(C(=O)C(=O)N2CCCc3ccccc32)c2ccccc2n1C
-5%[57.5 µM]	COc1ccc2oc(C)c(C(N)=O)c2c1
-7%	COCCOC(=O)/C(C#N)=C/c1cn(Cc2ccccc2)nc1-c1cccnc1
-1%	CCOC(=O)C1(Cc2ccc(OC)cc2)CCN(C(=O)CN2CCCCC2=O)CC1
-6%	CCOC(=O)C1(CC)NC(c2ccc(OC)cc2OC)C2C(=O)N(C)C(=O)C21 (stereo not drawn)
-3%	CO/N=C/c1c(-c2ccc(Cl)cc2)nc2cc(C)ccn12

Shown in markdown: 16 of the compounds above.
| canonical_smiles | ERK EGF block |
| --- | --- |
| CCC(C)NC(=O)C1=CCN(S(=O)(=O)c2ccc(C)cc2)CC1 (stereo not drawn) | 10%[57.5 µM] |
| Cc1cc(C)nc(Nc2n[nH]c(-c3ccc(C(C)(C)C)cc3)n2)n1 | -3% |
| COc1ccc(Nc2ccc([N+](=O)[O-])cc2[N+](=O)[O-])cc1 | ? |
| CC(=O)NCCC(=O)Nc1ccc(C(N)=O)cc1 | ? |
| CC(=O)Nc1ccc([C@H]2[C@H](C)CC[C@H]3C(=O)N4[C@@H](CC[C@@H](C)[C@@H]4c4ccc(NC(C)=O)cc4)C(=O)N32)cc1 | 0% |
| S=C(NC1CCCCC1)N1CCN(C/C=C/c2ccccc2)CC1 | 8% |
| O=C(NC(=S)Nc1ccc(CN2CCCCC2)cc1)c1cc2ccccc2o1 | 10%[57.5 µM] |
| CCCCCC(=O)N1CC2(CC(c3cccc(NC(=O)CC(c4ccccc4)c4ccccc4)c3)=NO2)C[C@@H]1C(N)=O (stereo partly drawn) | 1%[57.5 µM] |
| COc1ccc(C(=S)N2CCN(c3cccc(Cl)c3)CC2)cc1 | -4%&0%[57.5 µM] |
| C=CCNC(=S)NC(CC(=O)OC)c1ccc2c(c1)OCO2 (stereo not drawn) | -17% |
| Cc1c(C(=O)C(=O)N2CCCc3ccccc32)c2ccccc2n1C | -1% |
| COc1ccc2oc(C)c(C(N)=O)c2c1 | -5%[57.5 µM] |
| COCCOC(=O)/C(C#N)=C/c1cn(Cc2ccccc2)nc1-c1cccnc1 | -7% |
| CCOC(=O)C1(Cc2ccc(OC)cc2)CCN(C(=O)CN2CCCCC2=O)CC1 | -1% |
| CCOC(=O)C1(CC)NC(c2ccc(OC)cc2OC)C2C(=O)N(C)C(=O)C21 (stereo not drawn) | -6% |
| CO/N=C/c1c(-c2ccc(Cl)cc2)nc2cc(C)ccn12 | -3% |

(more compounds)
ERK EGF block	Compound
-6%	CC(C)c1ccccc1NC(=O)COC(=O)c1cc(=O)[nH]c(=O)[nH]1
2%	O=C(Nc1nnc(CCN2CCCCC2)s1)c1ccc(Br)cc1
3%	Cc1ccc(-n2nnnc2-c2cnn(-c3ccc(F)cc3)c2C(F)(F)F)cc1
0%	Cc1ccc(OC(=S)Nc2ccc(O)cc2)cc1
11%	CCOc1cc(CNCc2ccncc2)cc(Cl)c1OC
-4%	Cc1ccc(C(=O)OCn2nnc3ccccc3c2=O)cc1[N+](=O)[O-]
8%	Cc1nc2ccc(NC(=O)COc3ccccc3[N+](=O)[O-])cc2s1
16%	Cc1[nH]c(=O)[nH]c(=O)c1NC(=O)c1sc2nc3c(C)cccc3cc2c1N
4%	N#CCSc1ncccc1-c1nc2ccccc2[nH]1
4%	COC(=O)CCC(=O)N(CCN(C(=O)CCC(=O)OC)c1ccccc1)c1ccccc1
-3%	CCNC(=O)NC(=O)COC(=O)CCCc1nc2ccccc2s1
7%	Brc1cccc(OCCCN2CCCCCC2)c1
-16%[57.5 µM]	COc1ccc(C2c3[nH]c4ccccc4c3CCN2C(=O)Cc2nonc2C)c(F)c1 (stereo not drawn)
7%	CC(=O)Nc1ccc(OCC(O)Cn2c(C(C)C)nc3ccccc32)cc1 (stereo not drawn)
-12%	Cc1ccc(NC(=O)CN2C(=O)S/C(=C\c3cc(C)n(-c4ccc(C(=O)O)cc4)c3C)C2=O)cc1
1%	Nc1cc(=O)[nH]c(SCC(=O)Nc2nc3ccc([N+](=O)[O-])cc3s2)n1
-9%	CC1CCCCN1C(=O)Cn1cnc2c1c(=O)n(C)c(=O)n2C (stereo not drawn)
1%	CC(NC(=O)NC(=O)c1ccc(Cl)cc1Cl)C1CC1 (stereo not drawn)
16%	CCN(CC)C(=O)/C(=C/c1cccc([N+](=O)[O-])c1)NC(=O)c1ccco1
7%	COc1c(C(=O)NCCSC(C)(C)C)ccc2ccccc12
4%	CCOc1ccc(C(=O)N2CCN(c3ccccc3)CC2)cc1
-9%	O=C(CC1C(=O)NCCN1Cc1ccc(F)c(F)c1)NCCCn1ccnc1 (stereo not drawn)
11%	O=C1CC(N2CCC(c3nc4ccccc4[nH]3)CC2)C(=O)N1c1cccc(F)c1 (stereo not drawn)
3%	COC(=O)c1cn(NC(=O)/C=C/c2cc(OC)ccc2OC)c(=O)c2ccccc12
1%	Fc1cccc(C2NN=C(c3ccccc3)S2)c1 (stereo not drawn)

(listing goes on)
ERK EGF block	Compound
9%	CCn1c(CNc2ccc(Cl)cc2)nnc1SCc1ccc(C)cc1
?	CCOC(=O)C(=CNc1ncccc1C)C(=O)OCC
1%	C=CCn1c(-c2cccc(S(=O)(=O)N(CC)CC)c2)n[nH]c1=S
4%	O=C1CC(=O)N(c2ccccc2)N1c1ccccc1
3%	COc1ccc2[nH]c(C)c(CCNc3ccc(C(F)(F)F)cc3[N+](=O)[O-])c2c1
-8%	ClCC1NCC(c2ccccc2Cl)c2c1[nH]c1ccccc21 (stereo not drawn)
2%	O=C(CSc1nnnn1-c1cccc(F)c1)Nc1nc2ccccc2s1
-3%[57.5 µM]	CC(=O)Nc1ccc(S(=O)(=O)Nc2nc3ccccc3nc2-n2ccc(=NC(=O)c3ccccc3)cc2)cc1
1%	Cc1nn(-c2ccccc2Cl)c(Cl)c1/C=N/Nc1cccc(C(=O)O)c1
-5%	Cc1cc(C)c2c(N)c3cccc(C)c3nc2n1
3%	N/C(=N/O)C(c1ccccc1)c1ccccc1
41%	O=S(=O)(NCc1csc(-c2ccccc2)n1)c1ccc(Cl)s1
0%	CC/C=C\C/C=C\C/C=C\C/C=C\C/C=C\C/C=C\CCC(=O)NC(C)C(=O)O (stereo not drawn)
2%	Cc1nn(-c2ccc([N+](=O)[O-])cc2)c(N)c1-c1ccccc1
-1%	COc1cc(/C=C(\C#N)c2ccccn2)ccc1OCC(=O)Nc1c(Cl)cccc1Cl
-10%[57.5 µM]	Cc1nnc(Sc2nc3c(c(=O)[nH]c(=O)n3C)n2CCc2ccccc2)s1
2%	COc1ccc(NC(=O)CCn2nnc(-c3ccc(C)cc3)n2)cc1OC
1%	COCc1cnc(C)nc1N
2%	COc1cc(C(=O)NCCCN(C)C)ccc1OCC(=O)Nc1cccc(C(F)(F)F)c1
1%	Cc1ccc(NC(=O)Nc2ccc(Cl)cn2)cc1
